Screening results deposited in PubChem BioAssay by National Center for Advancing Translational Sciences (NCATS).
D2 agonist: HTS Assay for Allosteric Agonists of the Human D2 Dopamine Receptor: Primary Screen for Agonists; HEK293 T-REx D2 cells, calcium flux agonist mode; activation, % at 2 µM; 340,000 compounds, 0.53% hits; AID 485358, 2010;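 active = activation over 3 SD above normal in the single-dose calcium agonist read, cut at about 30% in these data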; note: 0% is about no effect
Target sequence (P14416 whole entry, looked up): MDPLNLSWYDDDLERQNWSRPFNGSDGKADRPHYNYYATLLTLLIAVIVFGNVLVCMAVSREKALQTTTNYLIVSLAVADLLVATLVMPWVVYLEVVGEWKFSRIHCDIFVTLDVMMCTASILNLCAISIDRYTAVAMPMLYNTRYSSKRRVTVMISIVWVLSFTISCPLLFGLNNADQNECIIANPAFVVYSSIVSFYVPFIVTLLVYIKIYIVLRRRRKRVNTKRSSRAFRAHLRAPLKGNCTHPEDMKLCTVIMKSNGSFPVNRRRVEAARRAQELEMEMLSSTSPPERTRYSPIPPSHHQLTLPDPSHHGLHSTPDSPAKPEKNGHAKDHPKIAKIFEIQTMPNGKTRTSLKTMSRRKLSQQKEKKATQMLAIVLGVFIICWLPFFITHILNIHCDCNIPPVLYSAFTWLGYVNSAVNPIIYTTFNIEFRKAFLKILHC
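Tetracycline-induced HEK293 Trex cells with D2 receptor force-coupled to calcium signaling, plated overnight at 30 C and loaded with no-wash calcium dye. Calcium flux read kinetically for 180 s after compound addition; responses flag agonists.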
LDHA inh: qHTS assay for inhibitors of human lactate dehydrogenase | purified LDHA, NADH/diaphorase-resazurin fluorescence; stronger effect = lower value | activity change, % (values are at about 110 or 230 µM) | 480,000 compounds, 0.15% hits | AID 1347041, 2019; in the data active = activity change below about -30%; inconclusive = mostly about -25% to -30%;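 note: plate controls were DMSO wells for no effect and wells without enzyme for full effect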
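Resorufin fluorescence (ex540/em590), read at 0 and 20 min after diaphorase/resazurin addition, reports the NADH left after a 5 min room-temperature reaction of 2 nM human LDH5 with 0.06 mM NADH and 0.2 mM pyruvate.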
ERG Ets-DNA blk: qHTS for Small Molecule Inhibitors of the ERG Ets/DNA interaction. Transcriptional regulator ERG (Homo sapiens), P11308. fluorescence polarization, His-ERG Ets domain / labelled DNA. Potency, µM (series often up to 76.9 µM), for the others: at the highest dose FP activity, negative = inhibition, actives largely listed as inhibitors. 370,000 compounds, 0.028% hits; active = well fitted inhibition curve with a large enough effect in the polarisation, with a control signal flat; inconclusive = small, poorly fitted or top-dose-only effect, or effect the other way, or a change in a side signal; inactive = no such curve, though single readings can be large or run the other way; the % refers to the polarisation;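 note: polarization taken with two DNA probes labelled with fluorescein and Texas red; potency is the fitted concentration of half-maximal effect; % of control where 0% means no effect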
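His-tagged ERG Ets domain (1 uM in the protein solution; 300mM KCl, 50mM Tris-HCl, 1mM EDTA, 1mM DTT, pH 7.5) received compound, then a probe mix of 5 nM fluorescein-DNA and 100nM Texas-615-DNA. Fluorescence polarization was read for both dyes.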
12-LOX inh: Primary qHTS assay for inhibitors of human arachidonate 12S-lipoxygenase (ALOX12): Round 2; Potency, µM (highest dose often 108 µM), inactives show top-dose activity change, negative = inhibition, actives largely listed as inhibitors; 580,000 compounds, 1.1% hits; Polyunsaturated fatty acid lipoxygenase ALOX12 (Homo sapiens), P18054; purified 12hLO, xylenol orange hydroperoxide absorbance; note: potency is the fitted concentration of half-maximal effect; % is set by controls: 0 for no effect and ±100 for the full control effect
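Hydroperoxide product was detected by ferrous iron/xylenol orange as the 573 to 405 nm absorbance ratio. Arachidonic acid at 40 uM (final) was turned over for 30 min at room temperature by 150 nM human 12hLO, pH 7.0 Hepes buffer, after 15 min compound preincubation.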
Vif-A3G inh: qHTS for Inhibitors of Vif-A3G Interactions: qHTS; DNA dC->dU-editing enzyme APOBEC-3G (Homo sapiens), Q9HC16; HeLa A3G-eYFP + Vif (tagged APOBEC3G with the HIV-1 protein that degrades it), YFP fluorescence, overnight; Potency, µM (top dose mostly 46.1 µM), for the others: top-dose activity, negative = active, hits mostly inhibitors; 410,000 compounds, 0.076% hits; AID 602310, 2012;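 note: potency is the fitted concentration of half-maximal effect; % is set by controls: 0 for no effect and ±100 for the full control effect; nearly all actives have a fitted effect of over 60% in size; hits raise eYFP signal because A3G escapes Vif-driven loss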
Target sequence (Q9HC16 whole entry, looked up): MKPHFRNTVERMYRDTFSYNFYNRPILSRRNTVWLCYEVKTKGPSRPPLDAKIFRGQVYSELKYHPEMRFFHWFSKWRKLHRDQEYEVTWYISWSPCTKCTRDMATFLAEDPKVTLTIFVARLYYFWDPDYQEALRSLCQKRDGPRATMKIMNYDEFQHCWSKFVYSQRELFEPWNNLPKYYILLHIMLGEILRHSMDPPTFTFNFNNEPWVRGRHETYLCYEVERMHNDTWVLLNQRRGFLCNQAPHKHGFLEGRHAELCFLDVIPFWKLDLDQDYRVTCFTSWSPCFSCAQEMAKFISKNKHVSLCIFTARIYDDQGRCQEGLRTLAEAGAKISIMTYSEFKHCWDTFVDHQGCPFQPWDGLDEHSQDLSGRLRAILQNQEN
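HeLa cells stably expressing Vif and C-terminally eYFP-tagged A3G, seeded overnight at 37 deg C, then exposed to compound by pintool overnight at 37 deg C. Rise in yellow fluorescence (Ex 488/Em 500-530, Acumen) marks blocked Vif-driven A3G degradation.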
D2 antagonist: HTS Assay for Allosteric Antagonists of the Human D2 Dopamine Receptor: Primary Screen for Antagonists. inhibition, % at 10 µM. 340,000 compounds, 2% hits. AID 485344, 2010. D(2) dopamine receptor (Homo sapiens), P14416. HEK293 TREx D2 cells, calcium flux, dopamine EC80; in the data active = inhibition above about 30%; note: 0% is about no effect
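Measurement of antagonist activity uses fluorescent calcium dye in inducible HEK293 T-REx D2 cells: 10 s baseline, compound addition with 180 s read, EC80 dopamine addition with a further 180 s read.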
RGS4 inh: Inhibitors of Regulator of G Protein Signaling (RGS) 4: qHTS; 390,000 compounds, 0.039% hits; Regulator of G-protein signaling 4 (Homo sapiens), P49798; Potency, µM (doses to about 114 µM), for the others: top-dose activity change, negative = inhibition, hits mostly inhibitors; Transcreener GDP fluorescence polarization, RGS4-accelerated GTP hydrolysis; AID 504845, 2011; note: potency is the fitted concentration of half-maximal effect; % is set by controls: 0 for no effect and ±100 for the full control effect; nearly all actives have a fitted effect of over 75% in size; some results filed as inactive show a strong effect at the top dose
Target sequence (P49798 whole entry, looked up): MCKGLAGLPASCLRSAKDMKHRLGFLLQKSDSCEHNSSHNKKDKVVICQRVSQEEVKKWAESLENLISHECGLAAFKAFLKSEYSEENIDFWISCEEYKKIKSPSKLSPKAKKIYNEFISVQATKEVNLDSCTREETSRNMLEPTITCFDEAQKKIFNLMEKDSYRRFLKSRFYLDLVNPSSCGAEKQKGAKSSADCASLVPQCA
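MLSMR compounds (23 nl, pin-transferred) preincubated 10 min at room temperature with a 500nM (2x) first reagent, then RGS4 at 900nM (2x) plus Transcreener GDP mix added; fluorescence polarization (620/688 nm) read before and after 90 min at 30 °C.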
GRP78 ERSR act: qHTS for Inducers of the Endoplasmic Reticulum Stress Response (ERSR) in Human Glioma: qHTS. Potency, µM, for the others: at the highest dose activation, actives largely listed as activators. U87-MG GRP78 promoter luciferase reporter, 16 h. 420,000 compounds, 0.02% hits; note: potency is the fitted concentration of half-maximal effect; series mostly up to about 76 µM; % of control where 0% means no effect; nearly all actives have a fitted effect of over 35% in size
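Stably transfected U87-MG human glioma cells carrying a GRP78-based luminescent sensor were seeded at 1000 cells/well, pin-dosed with compounds and incubated 16 h. Luciferase reagent was then added, and end-point luminescence was read after 10 min at room temperature.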
Vif-A3F inh: qHTS for Inhibitors of Vif-A3F Interactions: qHTS; HeLa A3F-eYFP + Vif (tagged APOBEC3F with the HIV-1 protein that degrades it), YFP fluorescence increase; AID 602313, 2012; Potency, µM (doses to about 46.1 µM), for inactives: at the highest dose activity, negative = active; 390,000 compounds, 0.2% hits; note: potency is the fitted concentration of half-maximal effect; % of control where 0% means no effect; nearly all actives have a fitted effect of over 65% in size
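Fluorescence increase (Ex 488/Em 500-530) after overnight compound treatment at 37 deg C flags inhibition of Vif-driven A3F-eYFP loss in stable HeLa A3F-eYFP/Vif cells seeded overnight beforehand.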
* hit, by the source's call; ? = inconclusive; nt = no result given; & = joins results of further samples; [ ] = another dose, or the depositor's remark. Unless noted, calls come from the whole dose curve; as a rule, active = well fitted curve in the direction sought with a large enough effect; inconclusive = small, poorly fitted or top-dose-only effect, or another doubt; inactive = no such curve, though single readings can be large; an effect the other way counts as inactive or inconclusive. Some of the compounds tested. The share of hits here may be higher or lower than overall.

The line under a structure holds: RGS4 inh | Vif-A3G inh | Vif-A3F inh | GRP78 ERSR act | LDHA inh | D2 antagonist | ERG Ets-DNA blk | 12-LOX inh | D2 agonist
COC(=O)/C=C/C(=O)NCc1ccco1
    36.4% | -5.0% | nt | -5.2% | -6.1 | -25.3 | 1.3% | 24.2% | -0.2
COC(=O)c1ccccc1NC(=O)Nc1cc(C(C)(C)C)on1
    -16.0% | 0.8% | -1.3% | -6.7% | -7.5 | 1.8 | -19.8% | 0.6% | -0.4
C=C(C)C1CC=C(C)/C(=N/NC(=O)CCCNc2cccc(C)c2)C1 (configuration not stated)
    -4.9% | -1.3% | 6.6% | -0.8% | 6.7 | 2.2 | -0.5% | -3.6% | -0.6
O=C(NC(CO)(CO)CO)[C@@H]1CCCN1S(=O)(=O)c1cccc2cccnc12
    -6.1% | -0.3% | -3.2% | -2.2% | 0.9 | 5.1 | 11.9% | -3.2% | 0.1
O=C(CCS(=O)(=O)Cc1ccccc1)NCc1ccco1
    9.6% | -3.2% | 1.0% | -1.4% | -16.5 | 0.2 | nt | 8.7% | 0.1
COc1cc(/C=C(\C#N)c2nc3ccccc3s2)ccc1OCC(=O)Nc1ccccc1
    -33.2% | 10µM* | ? | 11.3% | 4.2 | -2.9 | 14.3% | nt | 1.6
O=C(CSc1nc(N2CCOCC2)nc(N2CCOCC2)n1)Nc1ccccc1F
    -33.6% | -5.2% | 7.5% | -2.9% | 0.2 | -2.9 | 10.7% | 14.9% | -0.9
COc1ccccc1C(=O)COC(=O)CSCC(=O)Nc1cc(C)on1
    -12.3% | 3.8% | 2.3% | -5.4% | 0.8 | 14.3 | 3.2% | -2.8% | -0.6
O=C(COC(=O)/C=C/c1ccc(C(F)(F)F)cc1)NC1CC1
    30.9% | -0.7% | -6.7% | 1.6% | -0.7 | -39.9 | -3.5% | -6.1% | 2.6
CC(C)(C)OC(=O)C[C@@H]1C/C=C\C[C@@H](CC(=O)N(CCO)Cc2ccccc2)C(=O)N2CCC[C@H]2COC1=O
    -10.4% | -2.8% | -15.6% | 7.8% | -1.8 | nt | -1.3% | -14.2% | nt
COC(=O)CN(n1cnnc1)S(=O)(=O)c1ccc(C)cc1
    30.9% | 3.0% | -1.9% | -5.7% | -2.5 | -11.0 | 11.9% | 2.2% | -1.9
O=C(NCCn1cccc1)c1cccc2ccccc12
    16.4% | 0.5% | -0.8% | 0.3% | -14.2 | 2.3 | -1.7% | 1.6% | 0.2
Cc1ccc(P(=O)(OCCN2CCOCC2)C(C)(C)C)o1 (configuration not stated)
    10.4% | 3.9% | -4.9% | -4.4% | 2.4 | -1.8 | 0.5% | 18.0% | 0.3
COC(=O)N/N=C/c1ccc(-c2ccc(Cl)c(Cl)c2)o1
    10.3% | -0.9% | -4.5% | -4.3% | -6.4 | 3.5 | -13.5% | -27.0% | 0.0
Cc1cc(C)nc(SCC(=O)Nc2ncc(Cc3ccc(Cl)c(Cl)c3)s2)n1
    15.1% | -0.9% | -4.0% | -1.5% | -5.9 | -23.5 | 82.8%[activator] | -4.0% | -1.0
Cc1cc(C)nc(Sc2ccc(/C=C(\C#N)C(N)=O)o2)n1
    -15.0% | -0.4% | 2.1% | -2.0% | -5.6 | nt | ? | 4.5% | nt
O=C1N/C(=C/c2ccc(N3CCCC3)cc2)C(=O)N1c1ccccc1
    -10.1% | -13.6% | ? | 3.4% | -5.2 | 2.0 | -15.3% | -10.4% | 1.4
O=C(O)C1SCCN1S(=O)(=O)c1ccc2ccccc2c1 (configuration not stated)
    -33.1% | 1.9% | 2.3% | -3.0% | -5.0 | -9.4 | 6.5% | -22.7% | -0.2
OCCNc1ncnc2c1sc1nc(N3CCOCC3)c3c(c12)CCC3
    -51.0% | -0.6% | 7.2% | -2.6% | 5.3 | -6.5 | 1.2% | -5.5% | 0.0
CCCOc1ccc(Nc2cc(C)nc(C)n2)cc1
    -25.5% | -2.8% | 5.2% | 1.6% | 5.2 | nt | -3.7% | -9.9% | -1.4
O=C(NCc1ccccc1)c1ccc(N2C(=O)C3CCCCC3C2=O)cc1 (configuration not stated)
    27.3% | 0.1% | -0.9% | -1.1% | -1.3 | nt | 1.0% | -23.9% | nt
O=C(NC1CC2CCCC(C1)N2CC(=O)N1CCCc2ccccc21)C1CCCCC1 (configuration not stated)
    -9.5% | -8.5% | 0.1% | -3.6% | -9.4 | -5.2 | 2.7% | 0.0% | -0.6
O=C(NCc1ccc(N2CCCC2=O)cc1)c1cccc(Cl)c1
    2.8% | 0.2% | -12.5% | -5.1% | 1.1 | 7.3 | 9.1% | -4.4% | -1.8
COc1cc(OC)c(NC(=O)N2CC3CCCN3c3ccccc32)cc1Cl (configuration not stated)
    -24.8% | -3.3% | 6.3% | -2.7% | 11.5&15.3 | nt | -5.6% | ? | nt
COc1ccc(/C=C/C(=O)NC2CCS(=O)(=O)C2)cc1 (configuration not stated)
    -13.9% | -2.4% | 2.8% | -1.3% | -8.2 | -37.6 | 2.7% | 2.3% | 0.4
N#Cc1nc(-c2ccc(F)cc2)oc1N1CCN(C(=O)c2ccco2)CC1
    6.5% | -5.5% | -18.3% | -4.1% | -6.3&-0.5 | 1.1 | -6.4% | ? | -0.2
COC(=O)c1cc(C(=O)Nc2cc(C)on2)cc([N+](=O)[O-])c1
    -2.2% | -0.4% | -9.9% | -4.1% | -5.3 | -3.6 | -14.9% | -0.4% | 0.7
Cc1ccc(/C=N/NC(=O)c2ccncc2)cc1
    -19.0% | 0.4% | 0.2% | 1.5% | -1.3 | 3.6 | 0.6% | 28.0% | -1.8
Cc1ccc(NC(=S)NNC(=O)c2cccc([N+](=O)[O-])c2)cc1Cl
    -19.3% | -9.0% | 9.1% | 0.6% | 1.0 | 6.8 | 2.0% | ? | -0.2
Cc1cc(-c2cc(C(=O)NCc3ccccc3)on2)nc(NC2CCCC2)n1
    6.1% | -6.2% | 1.5% | -1.2% | -0.9 | 18.8 | 0.5% | -4.4% | 0.1
CC1(C)CC(=O)C(C(=S)Nc2ccccc2)=C(NC2CC(C)(C)NC(C)(C)C2)C1
    24.1% | -0.7% | -14.1% | -3.5% | -4.5 | 6.0 | 1.8% | -4.4% | 0.0
Fc1ccc(-c2nc3ccccn3c2NCc2ccc3c(c2)OCO3)cc1
    4.2% | -16.5% | -2.7% | 0.8% | -7.1 | 0.8 | -5.8% | -9.9% | 1.3
CC(C)Cn1c(-c2ccccc2F)n[nH]c1=S
    -21.2% | 3.0% | -7.5% | -3.8% | -4.2 | -3.4 | -2.1% | 25.1µM* | -0.3
CCN(CC)CCNC(=O)Cc1c(C(=O)O)n(C)c2ccccc12
    10.4% | -5.4% | -2.8% | -0.7% | -3.0 | -3.9 | -4.5% | -1.9% | -1.6
O=C(COc1ccc(Br)cc1)NCCCn1ccnc1
    -8.0% | 2.7% | 3.9% | -3.6% | -0.9 | -5.7 | -13.8% | -3.8% | 0.0
CCCCn1c(N)c(N(CCC(C)C)C(=O)c2ccccc2-n2cnnn2)c(=O)[nH]c1=O
    -5.9% | -1.0% | 9.4% | -4.2% | -3.0 | -2.3 | -5.7% | -6.3% | 0.4
CCN1CCN(S(=O)(=O)c2ccc(Cl)c(C(=O)Nc3cc(Cl)ccc3N3CCOCC3)c2)CC1
    15.0% | -6.9% | 2.9% | -4.9% | -11.0 | -15.0 | 8.1% | 184.2%[activator] | 0.4
COc1ccc(-n2c(C)n[nH]c2=O)cc1OC
    -40.3% | 1.1% | 0.0% | -0.8% | -1.4 | -7.9 | -2.6% | 0.0% | 0.2
O=[N+]([O-])c1ccccc1OCCCN1CCOCC1
    -7.5% | 0.2% | -22.4% | 1.9% | -2.9 | -13.5 | 1.8% | 9.3% | -0.4
Cc1c(N=Nc2ccc(N(C)C)cc2)c(=O)n(-c2ccccc2)n1C
    -8.8% | -0.7% | 7.4% | 5.9% | 1.7 | 1.8 | 5.9% | 410.0%[activator] | -0.2
Cn1cc(C(=O)N/N=C/c2ccc3c(c2)OCO3)c2ccccc21
    -16.9% | ? | -12.5% | 2.7% | 0.0 | 19.2 | -0.7% | 0.0% | -0.2
Cc1c(Br)cc(C(=O)NCCCN2CCOCC2)c(C)c1C
    2.6% | -3.9% | -1.6% | -2.6% | -2.5 | -13.2 | 0.0% | 55.9%[activator] | -0.2
O=C(NCCc1ccccc1)Nc1ccc(Cl)cc1
    6.3% | 0.0% | 2.9% | -0.8% | -0.5 | 4.8 | 2.9% | -5.9% | -0.3
Cc1cc(C)cc(C(O)c2ncc(-c3ccc(C(F)(F)F)cc3)[nH]2)c1 (configuration not stated)
    nt | -4.7% | nt | -3.2% | -17.6 | nt | nt | -2.6% | nt
